Source: PubChem BioAssay (The Scripps Research Institute Molecular Screening Center)
PLC-beta3 inh: blocks human PLC-beta3 enzyme activity; Purified PLC-beta3, fluorogenic substrate, fluorescence; 370,000 tested, 0.18% active; Q01970; AID 720704; inhibition, % at 12.2 µM; in the data active means inhibition above about 11%;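 further: 0% = median of compound wells on plate and 100% = full blocker control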
DAX1 inh-1: NR0B1 (DAX1) inhibition; P51843; HEK293 Gal4-DAX1 luciferase reporter, luminescence; inhibition, % at 6.75 µM; 340,000 tested, 0.99% active; AID 504766;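 active means inhibition above the mean over all tested compounds plus 3 SD, cut at about 4.2% in these data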;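 further: 0% = DAX1-transfected cells with DMSO and 100% = empty-vector control cells with DMSO; inhibition shows as a rise in luminescence from relieved DAX1 repression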
PLC-gamma1 inh: blocks human PLC-gamma1 enzyme activity; P19174; purified PLC-gamma1, fluorogenic substrate, fluorescence; inhibition, % at 12.2 µM; 370,000 tested, 0.84% active; AID 720700; in the data active means inhibition above about 9.5%
Target sequence (P19174 whole entry, looked up): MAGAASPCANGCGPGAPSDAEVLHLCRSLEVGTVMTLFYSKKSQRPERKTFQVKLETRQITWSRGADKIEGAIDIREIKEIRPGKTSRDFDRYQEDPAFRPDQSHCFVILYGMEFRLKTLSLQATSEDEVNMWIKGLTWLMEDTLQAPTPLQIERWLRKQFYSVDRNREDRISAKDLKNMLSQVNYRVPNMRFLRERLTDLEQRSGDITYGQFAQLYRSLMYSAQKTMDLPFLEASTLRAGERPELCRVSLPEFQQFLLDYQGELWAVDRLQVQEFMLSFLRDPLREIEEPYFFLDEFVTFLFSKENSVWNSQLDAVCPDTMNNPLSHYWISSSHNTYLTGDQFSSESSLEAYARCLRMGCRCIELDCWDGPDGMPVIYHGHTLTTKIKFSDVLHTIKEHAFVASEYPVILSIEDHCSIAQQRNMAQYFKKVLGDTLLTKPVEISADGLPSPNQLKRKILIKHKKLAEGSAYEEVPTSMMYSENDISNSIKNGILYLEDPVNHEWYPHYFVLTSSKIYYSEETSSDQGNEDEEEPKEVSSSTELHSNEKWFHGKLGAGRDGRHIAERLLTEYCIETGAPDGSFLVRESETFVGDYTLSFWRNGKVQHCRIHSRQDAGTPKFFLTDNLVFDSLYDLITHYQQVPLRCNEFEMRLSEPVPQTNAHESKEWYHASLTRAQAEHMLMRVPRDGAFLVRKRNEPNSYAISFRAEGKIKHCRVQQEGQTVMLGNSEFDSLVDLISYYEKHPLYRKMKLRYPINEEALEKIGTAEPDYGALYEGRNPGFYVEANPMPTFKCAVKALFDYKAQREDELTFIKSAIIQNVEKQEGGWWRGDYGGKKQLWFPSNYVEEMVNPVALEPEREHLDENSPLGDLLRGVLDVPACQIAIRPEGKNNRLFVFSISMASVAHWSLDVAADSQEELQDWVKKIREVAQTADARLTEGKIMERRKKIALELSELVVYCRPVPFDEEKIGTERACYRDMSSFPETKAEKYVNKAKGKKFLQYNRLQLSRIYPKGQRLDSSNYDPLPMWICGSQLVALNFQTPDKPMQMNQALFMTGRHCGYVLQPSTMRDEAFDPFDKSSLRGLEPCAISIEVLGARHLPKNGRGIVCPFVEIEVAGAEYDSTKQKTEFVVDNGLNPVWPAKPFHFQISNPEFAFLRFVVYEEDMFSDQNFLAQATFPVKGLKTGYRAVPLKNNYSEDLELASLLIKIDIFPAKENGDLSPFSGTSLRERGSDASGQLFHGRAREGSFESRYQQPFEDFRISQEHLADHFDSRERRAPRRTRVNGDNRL
DAX1 inh-2: inhibitors of DAX1 repression of SF-1 activated StAR promoter | HEK293T StAR-luciferase reporter, SF-1/DAX-1 repression relief | inhibition, % at 6.8 µM | 370,000 tested, 1.1% active | AID 652010;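 active means inhibition above the mean over all tested compounds plus 3 SD, cut at about 3.6% in these data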;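 further: 0% = DAX-1 cells with DMSO and 100% = cells lacking DAX-1 with DMSO; higher inhibition means more luminescence from relief of DAX-1 repression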
sPLA2-III inh: Inhibits HGIII-sPLA2 liposome hydrolysis, primary screen | QFRET BODIPY PC-A2 liposome hydrolysis, fluorescence | inhibition, % at 12.2 µM | Q9NZ20 | 370,000 tested, 0.56% active;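 active means inhibition above mean plus 3 SD of compounds lying within the high and low control bounds, cut at about 19% in these data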;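 further: 0% = median of test compound wells and 100% = no enzyme DMSO wells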
hgDAF12 agonist: activates the H. glycines DAF-12 receptor ligand-binding domain | HEK293 GAL4-hgDAF12 UAS-luciferase reporter, agonist luminescence; normalized to butyrate control | activation, % at 6.8 µM | 370,000 tested, 1.8% active;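 active means activation above a cutoff set at the mean of all screened compounds plus 3 SD, cut at about 10% in these data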;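 further: 0% = DMSO wells and 100% = sodium butyrate wells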
ADAM17 inh: inhibitors of human ADAM17; P78536; recombinant ADAM17, EDANS/DABCYL FRET peptide cleavage; inhibition, % at 6.95 µM; 370,000 tested, 0.83% active;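 active means inhibition above the mean of compounds lying between control limits plus 3 SD, set per campaign, cut at about 8.5% in these data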;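 further: 0% = DMSO-only wells as the low control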
ssDAF12 agonist: activators of S. stercoralis DAF-12 nuclear receptor. HEK293 ssDAF-12/GRIP1 lit1-tk-luc reporter, luminescence; % of 3 µM dafachronic acid response. activation, % at 6.8 µM. 370,000 tested, 1% active. AID 652126;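 active means activation above the mean over all tested compounds plus 3 SD, cut at about 0.9% in these data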;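 further: 0% = DMSO-only wells and 100% = 3 µM delta7-dafachronic acid wells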
hcDAF12 agonist: activates DAF-12 receptor from parasite H. contortus; 370,000 tested, 1.4% active; HEK293 hcDAF-12 lit1-tk-luc reporter, luminescence; 0% DMSO, 100% Δ7-dafachronic acid; AID 652067; activation, % at 6.8 µM;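 active means activation above the mean of all tested compounds plus 3 SD, cut at about 5.5% in these data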;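 further: 100% = response to 3 µM Δ7-dafachronic acid high control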
ADAM10 inh: inhibits human ADAM10. recombinant ADAM10, EDANS/DABCYL FRET peptide cleavage, 3 h. inhibition, % at 7 µM. 370,000 tested, 0.62% active;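 active means inhibition above a per-campaign cutoff equal to the mean of compounds falling between control-based bounds plus 3 SD, cut at about 20% in these data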;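 further: 0% = DMSO wells while the 100% control is not disclosed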
FXN GAA850 act: increases GAA850 frataxin promoter reporter activity | 360,000 tested, 0.56% active | activation, % at 6 µM | HEK293 lucGAA850 FXN promoter luciferase reporter, 24 h; percent of 10 µM SAHA response;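 active means activation above the average of all compounds screened plus 3 SD, cutoff fixed separately per campaign, cut at about 7.5% in these data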;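 further: 0% = DMSO wells and 100% = 10 µM SAHA wells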
Starred values were filed as active, the others as inactive; / = not tested or not shown. Hits appear at their usual frequency, and some 6.9% of all compounds hit somewhere here.

Short keys: A = PLC-beta3 inh; B = DAX1 inh-1; C = PLC-gamma1 inh; D = DAX1 inh-2; E = sPLA2-III inh; F = hgDAF12 agonist; G = ADAM17 inh; H = ssDAF12 agonist; I = hcDAF12 agonist; J = ADAM10 inh; K = FXN GAA850 act
1	O=C(NCc1ccc(F)cc1)c1cc(C2CCCCN2C(=O)c2cccs2)on1 (centres undefined)
  A: -1	B: /	C: 2	D: -1.0	E: 7	F: -3.5	G: -4	H: -1.6	I: -2.0	J: -16	K: 0.1
2	COc1ccc(C2CC(=O)Nc3cc(C)c(C)cc32)c(OC)c1OC (centres undefined)
  A: 0	B: -0.8	C: 2	D: -1.3	E: -5	F: -1.9	G: -3	H: -1.1	I: -0.2	J: -2	K: 0.7
3	N#C/C(=C\c1cccc(Oc2ccccc2)c1)C(=O)N1CCOCC1
  A: -8	B: 0.0	C: 1	D: 0.5	E: 1	F: 0.8	G: -5	H: -1.5	I: -0.6	J: -1	K: 1.2
4	CC(C)NC(=O)COC(=O)c1ccc(NS(=O)(=O)c2ccc3c(c2)OCCO3)cc1
  A: -1	B: -0.2	C: 1	D: 0.3	E: -10	F: -0.6	G: -3	H: -1.0	I: 0.6	J: -2	K: 1.1
5	Cc1cc(C)cc(NS(=O)(=O)c2coc(C(N)=O)c2)c1
  A: 0	B: -1.6	C: -1	D: -0.1	E: 1	F: 2.8	G: -2	H: -1.0	I: 0.0	J: -5	K: 0.3
6	O=C1NC(=S)N/C1=C/c1ccc(Oc2ccc(C(F)(F)F)cc2[N+](=O)[O-])c(Cl)c1
  A: 0	B: -1.1	C: -2	D: -0.5	E: 10	F: 1.5	G: -4	H: -1.4	I: 0.9	J: -5	K: 2.9
7	Cc1ccc(N2CCN(C(CCc3ccccc3)C(=O)Nc3c(C)cccc3C)CC2)cc1 (centres undefined)
  A: 1	B: /	C: 2	D: 0.7	E: 1	F: 1.7	G: -5	H: -0.1	I: -0.8	J: -8	K: /
8	CCc1ccc(OCC(=O)Nc2ccc(N3CCN(S(C)(=O)=O)CC3)cc2)cc1
  A: -4	B: -0.5	C: -2	D: 0.3	E: 0	F: -0.6	G: -2	H: -1.5	I: 2.1	J: 0	K: 0.3
9	COc1ccccc1NC(=O)c1ccc(CN2CCOCC2)cc1
  A: 3	B: -0.7	C: 3	D: 0.3	E: 16	F: 0.2	G: 3	H: -1.6	I: 1.0	J: -8	K: -2.7
10	CN(C)C(CNC(=O)c1cc2ccccc2o1)c1ccccc1 (centres undefined)
  A: -7	B: 0.0	C: 0	D: 1.7	E: 7	F: 0.2	G: -3	H: 0.1	I: 0.9	J: -10	K: 1.0
11	COC(=O)c1ccc([C@@H](O)[C@H](C)C(=O)CC(=O)OC(C)(C)C)cc1
  A: 3	B: 1.1	C: 0	D: 0.0	E: -20	F: 0.3	G: -2	H: -1.4	I: -2.4	J: -2	K: 2.3
12	CC(C)(C)NC(=O)CN(Cc1ccc2c(c1)OCO2)C(=O)CNS(=O)(=O)c1ccccc1
  A: -5	B: 3.8	C: 1	D: -0.1	E: -2	F: -2.7	G: -1	H: -1.2	I: -0.2	J: -1	K: 1.8
13	CCCNC(=O)C1(C)CCCN(Cc2cc3ccccc3o2)C1 (centres undefined)
  A: 4	B: /	C: 1	D: -1.7	E: 1	F: -2.3	G: -1	H: -1.3	I: -1.6	J: -2	K: -0.1
14	O=C(Nc1cc([N+](=O)[O-])ccc1F)C1CCN(S(=O)(=O)c2cccs2)CC1
  A: -1	B: -1.8	C: 1	D: -1.1	E: 5	F: -0.8	G: -4	H: -1.3	I: -1.0	J: -12	K: -3.6
15	CCN1CCN(C(=O)c2ccc3c(c2)N(Cc2ccccc2F)C(=O)c2ccccc2S3(=O)=O)CC1
  A: 5	B: 0.3	C: -1	D: -0.5	E: -5	F: -0.1	G: 0	H: -1.2	I: -1.5	J: 5	K: 0.6
16	Cc1nc(N(C)C)c2sc(=S)n(-c3ccccc3)c2n1
  A: 2	B: 1.9	C: 2	D: -0.5	E: 0	F: -2.8	G: -1	H: -1.0	I: -0.6	J: 4	K: 1.4
17	O=C(c1ccsc1)N1CCN(C(=O)c2cccs2)CC1
  A: 1	B: 0.4	C: 3	D: -0.3	E: 6	F: -1.7	G: -7	H: -0.3	I: -1.9	J: -8	K: 2.0
18	C=CC(=O)N(CCC)C(c1ccccc1)c1ccccc1OC (centres undefined)
  A: 1	B: -1.4	C: 6	D: -1.2	E: 10	F: -2.9	G: 3	H: -1.8	I: -1.6	J: 4	K: -1.5
19	COc1ccc2[nH]c(C(=O)Nc3ccc(F)cc3Br)cc2c1
  A: -81	B: 2.6	C: -57	D: -0.5	E: -3	F: 4.2	G: -18	H: -0.5	I: 3.8	J: -43	K: 4.1
20	C/C(Nc1ccccc1C(F)(F)F)=C1/CCOC1=O
  A: -6	B: 0.2	C: -2	D: -0.1	E: 2	F: 1.3	G: -8	H: -2.0	I: 2.5	J: -9	K: 1.8
21	COc1cccc(CNC(=O)CSc2nnc3c(n2)[nH]c2ccc(C)cc23)c1
  A: -1	B: -0.1	C: 3	D: 0.1	E: -1	F: 0.2	G: 0	H: -0.1	I: 2.6	J: -1	K: -0.1
22	O=C1CCCC(=O)N1c1ccc(F)cc1
  A: 1	B: 0.3	C: 1	D: -0.5	E: 0	F: -0.4	G: -1	H: -0.8	I: -1.2	J: -1	K: 2.2
23	C[C@H]1[C@@H](OC(=O)NC2CCC2)CC[C@@]23CCCN2C(=O)CCC[C@@H]13
  A: 0	B: /	C: -1	D: /	E: 2	F: 1.7	G: -4	H: -1.2	I: -2.6	J: 1	K: /
24	S=C(NCc1ccco1)Nc1ccccc1
  A: 1	B: 0.1	C: -1	D: -0.7	E: 4	F: -2.0	G: -1	H: -0.8	I: -0.1	J: 1	K: 1.1
25	COc1cccc(CNC(=O)c2cc(S(=O)(=O)N3CCCCC3)c[nH]2)c1
  A: 1	B: 0.0	C: 0	D: -0.4	E: 0	F: -2.5	G: 0	H: -2.0	I: -2.0	J: 7	K: 0.4

Laid out differently: results already given.
nr	molecule	PLC-beta3 inh	DAX1 inh-1	PLC-gamma1 inh	DAX1 inh-2	sPLA2-III inh	hgDAF12 agonist	ADAM17 inh	ssDAF12 agonist	hcDAF12 agonist	ADAM10 inh	FXN GAA850 act
3	N#C/C(=C\c1cccc(Oc2ccccc2)c1)C(=O)N1CCOCC1	-8	0.0	1	0.5	1	0.8	-5	-1.5	-0.6	-1	1.2
9	COc1ccccc1NC(=O)c1ccc(CN2CCOCC2)cc1	3	-0.7	3	0.3	16	0.2	3	-1.6	1.0	-8	-2.7

Pulled by compound from the entries so far (5):
Short keys: A = PLC-beta3 inh; B = DAX1 inh-1; C = PLC-gamma1 inh; D = DAX1 inh-2; E = sPLA2-III inh; F = hgDAF12 agonist; G = ADAM17 inh; H = ssDAF12 agonist; I = hcDAF12 agonist; J = ADAM10 inh; K = FXN GAA850 act
9	COc1ccccc1NC(=O)c1ccc(CN2CCOCC2)cc1
  A: 3	B: -0.7	C: 3	D: 0.3	E: 16	F: 0.2	G: 3	H: -1.6	I: 1.0	J: -8	K: -2.7
24	S=C(NCc1ccco1)Nc1ccccc1
  A: 1	B: 0.1	C: -1	D: -0.7	E: 4	F: -2.0	G: -1	H: -0.8	I: -0.1	J: 1	K: 1.1
11	COC(=O)c1ccc([C@@H](O)[C@H](C)C(=O)CC(=O)OC(C)(C)C)cc1
  A: 3	B: 1.1	C: 0	D: 0.0	E: -20	F: 0.3	G: -2	H: -1.4	I: -2.4	J: -2	K: 2.3
12	CC(C)(C)NC(=O)CN(Cc1ccc2c(c1)OCO2)C(=O)CNS(=O)(=O)c1ccccc1
  A: -5	B: 3.8	C: 1	D: -0.1	E: -2	F: -2.7	G: -1	H: -1.2	I: -0.2	J: -1	K: 1.8
5	Cc1cc(C)cc(NS(=O)(=O)c2coc(C(N)=O)c2)c1
  A: 0	B: -1.6	C: -1	D: -0.1	E: 1	F: 2.8	G: -2	H: -1.0	I: 0.0	J: -5	K: 0.3

(next part)
Short keys: A = PLC-beta3 inh; B = DAX1 inh-1; C = PLC-gamma1 inh; D = DAX1 inh-2; E = sPLA2-III inh; F = hgDAF12 agonist; G = ADAM17 inh; H = ssDAF12 agonist; I = hcDAF12 agonist; J = ADAM10 inh; K = FXN GAA850 act
26	CS(=O)(=O)c1ccc(Cl)c(NC(=O)CSc2nnc(-c3cccs3)n2N)c1
  A: -6	B: 0.0	C: -1	D: -0.3	E: -6	F: 1.5	G: -3	H: -0.6	I: -1.4	J: 0	K: -1.1
27	COCCN(C(=O)c1csnn1)C(C(=O)NC1CCCC1)c1ccccc1 (centres undefined)
  A: -7	B: 0.3	C: -2	D: -0.1	E: 1	F: -0.5	G: -3	H: -1.2	I: 0.8	J: 0	K: 3.5
28	O=C(CCN1C(=O)COc2ccccc21)N1CCN(c2ccccc2)CC1
  A: -9	B: -0.4	C: 1	D: 0.5	E: 10	F: -0.8	G: 6	H: -2.1	I: -2.5	J: -1	K: 0.7
29	CC(C)C1C(=O)N(Cc2cn(Cc3ccco3)nn2)CCS(=O)(=O)N1Cc1ccc(-c2ccncc2)cc1 (centres undefined)
  A: 6	B: 0.1	C: 0	D: 1.7	E: -8	F: 3.9	G: -1	H: -1.2	I: -0.1	J: -8	K: 0.4
30	Cn1c(NC(=O)c2ccco2)c(-c2ccc(Cl)cc2)c(=O)c2ccccc21
  A: 4	B: -1.4	C: 0	D: -0.1	E: 0	F: -0.3	G: 1	H: -0.8	I: 0.3	J: 10	K: -0.3
31	Cc1nnc(SCC(=O)Nc2cccc(N)c2)n1-c1ccccc1
  A: -6	B: -0.7	C: -1	D: -0.2	E: -5	F: -2.5	G: 2	H: -0.1	I: -0.4	J: -1	K: -0.2
32	COc1ccccc1C1CC(c2ccccc2)=NN1S(=O)(=O)c1ccccc1 (centres undefined)
  A: -10	B: -1.6	C: 0	D: -0.2	E: -6	F: 11*	G: -3	H: 0.7	I: 2.5	J: 4	K: 3.3
33	O=C(Nc1cccnc1)OC1CCCC1
  A: -4	B: -0.9	C: -1	D: -0.1	E: 4	F: 1.6	G: -3	H: -1.4	I: 1.6	J: 4	K: 1.5
34	O=S(=O)(c1ccc(F)cc1)N1CCN(Cc2ccccc2C(F)(F)F)CC1
  A: 1	B: 0.6	C: 1	D: -0.4	E: 0	F: -0.1	G: 4	H: -1.2	I: -2.6	J: 4	K: 1.1
35	CN(C)C(CNS(=O)(=O)c1ccc(F)cc1)c1cccnc1 (centres undefined)
  A: 4	B: -0.1	C: 3	D: 0.1	E: 14	F: 1.6	G: 3	H: -0.3	I: -0.3	J: -14	K: -0.8
36	CCCC(=O)c1c[nH]c(C(=O)N2CCOCC2)c1
  A: 0	B: 0.5	C: 1	D: -0.4	E: 1	F: -4.0	G: 0	H: -0.5	I: -0.9	J: 3	K: 1.2
